HKDC1 inhibitor: HKDC1 hexokinase inhibitors, primary screen, biochemical, fluorescence, uHTS; hit rate 0.16% among 340,000; recombinant HKDC1, G6PDH/diaphorase resazurin coupled fluorescence; Q2TB90; inhibition, % at 20 µM;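 active = inhibition above about 35% when tested at 20 µM, limit read from the data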;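 also: plate controls were DMSO wells with enzyme for no effect and DMSO wells lacking enzyme for full effect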
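Test system: recombinant HKDC1 (HK5) hexokinase enzyme, produced in-house; Amount: enzyme 5 µg/mL final; Buffer or medium: Tris pH 8.0 buffer with MgCl2, Tween-20, BSA, BME; Reagent: glucose and ATP substrates; Doses: 20 µM test compound, 1% DMSO; Incubation: 90 min reaction incubation at room temperature, dark; Detection: resorufin fluorescence at 613 nm.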
SENP7 block: SENP7 protease inhibitors, primary screen, biochemical, luminescence, uHTS. Sentrin-specific protease 7 (Homo sapiens), Q9BQF6. recombinant SENP7, Z-RLRGG-aminoluciferin luminescence, 40 min. inhibition, % at 5 µM. hit rate 1.5% among 330,000. AID 434973, 2010;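 active = inhibition above about 50% at the single test dose, limit read from the data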;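 also: plate controls were DMSO with enzyme for no effect and no enzyme buffer wells for full effect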
Target sequence (Q9BQF6 706-1050 limits assumed): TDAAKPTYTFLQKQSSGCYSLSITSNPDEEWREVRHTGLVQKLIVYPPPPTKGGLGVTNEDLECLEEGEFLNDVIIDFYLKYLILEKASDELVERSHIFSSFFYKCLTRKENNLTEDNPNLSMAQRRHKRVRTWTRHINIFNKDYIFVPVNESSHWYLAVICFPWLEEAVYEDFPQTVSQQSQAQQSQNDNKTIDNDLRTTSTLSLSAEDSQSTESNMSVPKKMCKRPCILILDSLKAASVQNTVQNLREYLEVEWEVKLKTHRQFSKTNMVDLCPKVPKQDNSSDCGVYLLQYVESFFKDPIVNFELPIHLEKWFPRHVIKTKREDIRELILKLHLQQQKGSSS
SENP8 block-1: SENP8 protease inhibitors, primary screen, biochemical, luminescence; AID 2540, 2010; purified SENP8, Z-RLRGG-aminoluciferin cleavage; Sentrin-specific protease 8 (Homo sapiens), Q96LD8; inhibition, % at 10 µM; hit rate 1.2% among 330,000; in the data active = inhibition above about 50%
Target sequence (Q96LD8 whole entry, looked up): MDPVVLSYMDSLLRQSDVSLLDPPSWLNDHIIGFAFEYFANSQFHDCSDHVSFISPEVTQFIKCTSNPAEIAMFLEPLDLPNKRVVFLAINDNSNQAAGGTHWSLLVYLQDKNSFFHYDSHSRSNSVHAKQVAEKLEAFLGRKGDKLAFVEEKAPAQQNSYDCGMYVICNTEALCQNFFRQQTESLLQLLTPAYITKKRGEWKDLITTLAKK
PfGluPho inh: PfG6PD enzyme inhibitors, primary screen, biochemical, fluorescence intensity, uHTS; hit rate 0.78% among 350,000; inhibition, % at 20 µM; PfGluPho enzyme, NADPH resazurin-diaphorase fluorescence; glucose-6-phosphate dehydrogenase-6-phosphogluconolactonase (Plasmodium falciparum 3D7);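 active = inhibition reaching at least a set limit at 20 µM in the primary screen, cut at about 59% in these data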;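 also: 0% = DMSO wells with substrate and 100% = DMSO wells lacking glucose-6-phosphate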
SENP1 FRET inh: human SENP1 catalytic domain inhibitors, primary screen, biochemical, FRET, uHTS | Sentrin-specific protease 1 (Homo sapiens), Q9P0U3 | hit rate 0.21% among 360,000 | recombinant SENP1 catalytic domain, CyPet-SUMO1-YPet FRET cleavage | inhibition, % at 10 µM;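 active = inhibition at least 30% at 10 µM, raw YFP signal under a set limit, fluorescence ratio 0.5 to 1.5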;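 also: 0% = enzyme with DMSO and 100% = no enzyme wells; some results filed as inactive read as strong as hits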
Target sequence (Q9P0U3 419-644 limits assumed): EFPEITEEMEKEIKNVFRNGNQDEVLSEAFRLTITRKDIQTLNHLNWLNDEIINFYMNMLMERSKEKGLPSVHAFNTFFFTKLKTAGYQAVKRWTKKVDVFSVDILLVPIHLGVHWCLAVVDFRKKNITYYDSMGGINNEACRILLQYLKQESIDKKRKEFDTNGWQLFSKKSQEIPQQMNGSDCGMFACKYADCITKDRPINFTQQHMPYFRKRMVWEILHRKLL
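Compound: 10 µM single point, 0.5% DMSO; Test system: hSENP1 catalytic domain, recombinant; Timing: 50 min reaction at room temperature; Technique: FRET, CFP and YFP emission; Control set: no-enzyme wells low, DMSO-plus-enzyme wells high control.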
Apaf1 inhib: inhibitors of human Apaf-1 apoptosome, primary screen, biochemical, DEVD-Rh110 fluorescence, uHTS | AID 489030, 2010 | hit rate 0.71% among 330,000 | inhibition, % at 20 µM | reconstituted apoptosome caspase-3 activity; active = inhibition of at least 40% at 20 µM;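 also: plate controls were DMSO wells for no effect and DEVD-CHO caspase inhibitor wells for full effect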
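Assay system – apoptosome proteins · Medium – Hepes buffer, pH 7.5 · Also added – cytochrome c with DEVD-Rh110 · Timing – 30 min compound preincubation, 50 min activation, room temperature · Detection – Rh110 fluorescence, excitation 480 nm, emission 540 nm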
SENP8 block-2: human SENP8 protease inhibitors, primary screen, biochemical, fluorescence, Nedd8 protein substrate, uHTS; AID 602440, 2012; Sentrin-specific protease 8 (Homo sapiens), Q96LD8; hit rate 0.64% among 360,000; recombinant SENP8; inhibition, % at 20 µM; in the data active = inhibition mostly above about 40%, no sharp cut-off; inactive = mostly below about 27%
SENP6 block: SENP6 protease inhibitors, primary screen, biochemical, luminescence, uHTS; Recombinant SENP6 catalytic domain, aminoluciferin luminescence; Sentrin-specific protease 6 (Homo sapiens), Q9GZR1; hit rate 1.8% among 330,000; inhibition, % at 10 µM; AID 2599, 2010;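 active = inhibition above about 50% at the single tested dose, limit read from the data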;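 also: plate controls were DMSO wells with enzyme for no effect and DMSO wells lacking enzyme for full effect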
* marks the source's active call; other numbers are inactive results; x = no result given.

1	Cc1n[nH]c(=O)nc1NCC1CCCO1 (stereo not drawn)
2	C=CCOc1c(Br)cc(CNn2c(C)n[nH]c2=S)cc1OCC
3	O=C1CC(C2CCCO2)C(=O)N1c1cccc(Cl)c1 (stereo not drawn)
4	O=C(CCN1C(=O)C2CC=CCC2C1=O)Nc1cccc(Cl)c1 (stereo not drawn)
5	CNS(=O)(=O)c1cnccc1N1CCN(c2cccc(C(F)(F)F)c2)CC1
6	O=C(COc1ccc(S(=O)(=O)NC2CCCC2)cc1)N1CCCCCC1
entry no.,1,2,3,4,5,6
HKDC1 inhibitor,-3,-5,-2,-3,0,4
SENP7 block,2,7,0,-7,-4,5
SENP8 block-1,0,1,4,1,1,-2
PfGluPho inh,39,12,-12,0,-7,-5
SENP1 FRET inh,-2,0,0,-1,-1,0
Apaf1 inhib,2,2,3,-10,-6,4
SENP8 block-2,22,11,13,-2,11,8
SENP6 block,6,3,-2,-8,2,0

7	COc1cccc(-c2cc(C(=O)NCC3CCCO3)c3cc(C)cc(C)c3n2)c1 (stereo not drawn)
8	CC(/C=N/NC(=O)c1ccc2nc(C)[nH]c2c1)=C\c1ccccc1
9	COc1ccccc1Nc1nc(N)nc(CSc2nc(C)cc(C)n2)n1
10	CCOc1cc(NC(=S)NCc2ccco2)c(OCC)cc1NC(=O)c1ccco1
11	N#Cc1c(N)c2ccccn2c1C(=O)c1ccc(Br)cc1
12	CCn1cc(CNC(=O)CSc2nc(-c3ccc(OC)c(OC)c3)cc(C(F)(F)F)n2)c(C)n1
entry no.,7,8,9,10,11,12
HKDC1 inhibitor,4,-6,-4,-6,1,-5
SENP7 block,-11,2,1,3,-2,5
SENP8 block-1,1,0,-8,-4,-5,6
PfGluPho inh,15,2,-3,6,-4,9
SENP1 FRET inh,1,0,1,-5,-1,-3
Apaf1 inhib,11,14,6,10,5,-3
SENP8 block-2,-442,11,-1,-29,13,-369
SENP6 block,2,9,-10,4,-7,5

Three compounds already listed, ordered by the number in SENP1 FRET inh, smallest number first:
item	Structure	HKDC1 inhibitor	SENP7 block	PfGluPho inh	SENP1 FRET inh	SENP6 block
12	CCn1cc(CNC(=O)CSc2nc(-c3ccc(OC)c(OC)c3)cc(C(F)(F)F)n2)c(C)n1	-5	5	9	-3	5
8	CC(/C=N/NC(=O)c1ccc2nc(C)[nH]c2c1)=C\c1ccccc1	-6	2	2	0	9
9	COc1ccccc1Nc1nc(N)nc(CSc2nc(C)cc(C)n2)n1	-4	1	-3	1	-10

Remaining list, next part.
13	CSc1ccccc1OCc1cc(C(=O)NC2CCc3ccccc32)no1 (stereo not drawn)
14	CCOc1ccc(CC(=O)NNC(=S)Nc2ccc(OC)c(OC)c2)cc1
15	Cn1c2ccccc2c2nnc(SCc3ccc4nonc4c3)nc21
16	CCOC(=O)c1ccc(Cl)c(NC(=O)c2cccnc2)c1
17	CNc1nc(N)c(C(=O)Nc2cc(C)on2)s1
18	O=C1CC(CSc2ccc(Cl)cc2)=NN1
entry no.,13,14,15,16,17,18
HKDC1 inhibitor,-6,-4,8,x,-3,-5
SENP7 block,8,2,-8,4,-11,8
SENP8 block-1,7,-3,-4,-3,-3,1
PfGluPho inh,-5,-3,7,x,-13,-5
SENP1 FRET inh,-2,2,3,x,0,1
Apaf1 inhib,4,2,-8,-4,2,6
SENP8 block-2,4,7,-5,x,16,34
SENP6 block,7,-8,-7,-12,-3,8

19	CS(=O)(=O)Cc1ccc(C(=O)Nc2cccc(-c3nc4ccccc4[nH]3)c2)cc1
20	CCN1C(=O)/C(=C2\SC(=S)N(CCCOC)C2=O)c2ccccc21
21	CCCn1c2ccccc2c2cnn(CC(=O)N(CC)CC)c(=O)c21
22	O=C(O)C/C(=C\c1ccc2c(c1)OCO2)c1nc2ccccc2s1
23	CCNC(=S)N(CCc1c(C)[nH]c2ccc(C)cc12)Cc1cccs1
24	COc1ccc(-n2nc3cc(C)c(N)c(Br)c3n2)cc1
entry no.,19,20,21,22,23,24
HKDC1 inhibitor,0,-5,2,0,0,18
SENP7 block,67*,-5,-5,-3,6,44
SENP8 block-1,50*,-4,-5,-2,0,40
PfGluPho inh,7,-2,-4,3,32,15
SENP1 FRET inh,-2,3,1,-4,0,-5
Apaf1 inhib,13,-4,7,-5,9,20
SENP8 block-2,5,18,-45,-274,13,-482
SENP6 block,79*,7,-12,-17,-10,63*

25	O=S(=O)(NCCC1CC1(Cl)Cl)c1ccc(Cl)cc1 (stereo not drawn)
26	Cc1cc(C)n2c(SCC(=O)Nc3cccc(S(N)(=O)=O)c3)nnc2n1
27	CCCNC(=O)COC(=O)c1ccccc1OCC(=O)Nc1ccc(Br)cc1
28	COc1ccc(Cl)cc1Nc1nc(C)cc(=O)[nH]1
29	CSc1ccc(/C=N\NC(=O)COc2ccc(Cl)cc2Br)cc1
30	CCCCC(=O)OCC(=O)Nc1ccc(C)c(F)c1
entry no.,25,26,27,28,29,30
HKDC1 inhibitor,2,-5,-2,-1,-1,-2
SENP7 block,-4,4,1,-3,-12,-6
SENP8 block-1,3,-1,5,-7,-13,5
PfGluPho inh,17,3,-31,5,-12,-3
SENP1 FRET inh,2,-2,3,1,1,3
Apaf1 inhib,-2,-3,-5,-6,18,5
SENP8 block-2,4,12,12,-15,-6,5
SENP6 block,-2,-8,-4,-8,4,3

31	Cc1ccc(S(=O)(=O)NNC(=O)c2c(O)c3ccccc3[nH]c2=O)cc1
32	CC(=O)NC(CC(=O)Nc1ccc(S(=O)(=O)N2CCOCC2)cc1)c1ccccc1 (stereo not drawn)
33	COc1ccccc1N1CCN(C(=O)CN(Cc2ccccc2)S(C)(=O)=O)CC1
34	COCCn1c(=O)c2c(nc3n2CCCN3CCc2ccc(OC)c(OC)c2)n(C)c1=O
35	COc1cc([N+](=O)[O-])ccc1NC(=O)C1C2C=CC(C2)C1C(=O)O (stereo not drawn)
36	CNC(=O)c1cc2c(s1)-c1ccccc1CC2
entry no.,31,32,33,34,35,36
HKDC1 inhibitor,4,-4,-7,1,-2,-4
SENP7 block,14,-7,4,0,-5,-7
SENP8 block-1,-4,1,0,1,10,-12
PfGluPho inh,0,12,1,-3,4,9
SENP1 FRET inh,-3,-4,1,0,2,1
Apaf1 inhib,-6,-9,-3,4,-2,16
SENP8 block-2,-23,0,21,13,21,-422
SENP6 block,11,-2,-15,21,2,-22

37	CCc1nc(NC2CCCCC2)c(C#N)c2c1COC(C)(C)C2
38	CC(NC(=O)c1cc(-c2ccncc2)nc2ccc(Cl)cc12)C1CCCO1 (stereo not drawn)
39	COc1ccc2oc(C(=O)NCCN3CCOCC3)c(C)c2c1OC
40	Cc1cccc(C)c1NC(=O)C1=C(O)c2sccc2N(C)S1(=O)=O
41	O=C(CSCc1ccc(F)cc1)NCc1ccc(F)cc1
42	O=C(c1ccccc1)N1CCCN(c2nccc(C(F)(F)F)n2)CC1
entry no.,37,38,39,40,41,42
HKDC1 inhibitor,-5,-3,0,-9,-4,-7
SENP7 block,6,9,-8,3,-4,2
SENP8 block-1,0,-5,8,4,-5,-2
PfGluPho inh,3,3,19,-22,-3,6
SENP1 FRET inh,0,-2,0,-119,2,0
Apaf1 inhib,10,1,3,2,-15,-18
SENP8 block-2,-493,-1,-383,-28,14,-72
SENP6 block,-5,-11,4,-10,-2,0

43	CC(C)Oc1ccc(S(=O)(=O)N2CCCCC2)cc1NC(=O)C1CCC1
44	C=CC[N+]1(CC#CCOC(c2ccccc2)c2ccccc2)CCOCC1
45	Cc1c(/C=N/NC(=O)c2cc(Br)ccc2O)c(=O)n(C)c(=O)n1C
46	Cc1cc([N+](=O)[O-])nn1CCCC(=O)N1CCN(c2ccc(F)cc2)CC1
47	COc1ccc(NC(=O)C2C3C=CC(C3)C2C(=O)NCc2ccccn2)c(OC)c1 (stereo not drawn)
48	Cc1ccsc1/C=C/c1ccc2ccccc2n1
entry no.,43,44,45,46,47,48
HKDC1 inhibitor,-1,-8,1,-5,1,2
SENP7 block,5,1,0,5,3,7
SENP8 block-1,-5,9,-7,-8,-1,27
PfGluPho inh,-5,7,23,-19,38,-12
SENP1 FRET inh,3,3,-1,0,0,-23
Apaf1 inhib,10,-10,6,-4,4,-9
SENP8 block-2,14,16,-36,-1,9,-22
SENP6 block,-4,1,-15,11,10,48

49	COc1ccc(OCc2nnc(SCC(N)=O)n2-c2ccccc2OC)cc1
50	CCN1C(=O)CC(N2CCN(CC(=O)NC(C)C)CC2)C1=O (stereo not drawn)
51	Cc1ccc(/C=C/c2nc3ccccc3[nH]2)o1
52	CC1CCCN(C(C(=O)NC2CCCCC2)c2cc3c(cc2[N+](=O)[O-])OCO3)C1 (stereo not drawn)
entry no.,49,50,51,52
HKDC1 inhibitor,-5,4,4,7
SENP7 block,0,0,-5,-2
SENP8 block-1,2,-9,2,0
PfGluPho inh,-4,-21,53,-2
SENP1 FRET inh,1,1,-37,-2
Apaf1 inhib,-18,-12,-16,-26
SENP8 block-2,16,2,-414,-40
SENP6 block,-5,2,5,-3

Some of the entries so far, with each value named:
49: COc1ccc(OCc2nnc(SCC(N)=O)n2-c2ccccc2OC)cc1
  HKDC1 inhibitor: -5
  SENP7 block: 0
  SENP8 block-1: 2
  PfGluPho inh: -4
  SENP1 FRET inh: 1
  Apaf1 inhib: -18
  SENP8 block-2: 16
  SENP6 block: -5
50: CCN1C(=O)CC(N2CCN(CC(=O)NC(C)C)CC2)C1=O (stereo not drawn)
  HKDC1 inhibitor: 4
  SENP7 block: 0
  SENP8 block-1: -9
  PfGluPho inh: -21
  SENP1 FRET inh: 1
  Apaf1 inhib: -12
  SENP8 block-2: 2
  SENP6 block: 2
52: CC1CCCN(C(C(=O)NC2CCCCC2)c2cc3c(cc2[N+](=O)[O-])OCO3)C1 (stereo not drawn)
  HKDC1 inhibitor: 7
  SENP7 block: -2
  SENP8 block-1: 0
  PfGluPho inh: -2
  SENP1 FRET inh: -2
  Apaf1 inhib: -26
  SENP8 block-2: -40
  SENP6 block: -3
